Compound activity deposited in PubChem BioAssay by Fisher Drug Discovery Resource Center.
NPYLR7 agonist: mosquito NPYLR7 agonism. HEK293T NPYLR7/Galpha15, GCaMP6s calcium fluorescence. activation, % at 10 µM. 0.15% of 270,000 active; in the data active means activation above about 40%;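 further: 0% = vehicle and 100% = reference agonist at the receptor; some compounds past the cut are filed as inactive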
hcGAS lum: blocks human cGAS activity | recombinant h-cGAS, ATP depletion, Kinase-Glo luminescence | inhibition, % at 12.5 µM | 0.081% of 290,000 active;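 further: 0% = vehicle reaction and 100% = reaction without DNA for no activity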
Target sequence (Q8N884 whole entry, looked up): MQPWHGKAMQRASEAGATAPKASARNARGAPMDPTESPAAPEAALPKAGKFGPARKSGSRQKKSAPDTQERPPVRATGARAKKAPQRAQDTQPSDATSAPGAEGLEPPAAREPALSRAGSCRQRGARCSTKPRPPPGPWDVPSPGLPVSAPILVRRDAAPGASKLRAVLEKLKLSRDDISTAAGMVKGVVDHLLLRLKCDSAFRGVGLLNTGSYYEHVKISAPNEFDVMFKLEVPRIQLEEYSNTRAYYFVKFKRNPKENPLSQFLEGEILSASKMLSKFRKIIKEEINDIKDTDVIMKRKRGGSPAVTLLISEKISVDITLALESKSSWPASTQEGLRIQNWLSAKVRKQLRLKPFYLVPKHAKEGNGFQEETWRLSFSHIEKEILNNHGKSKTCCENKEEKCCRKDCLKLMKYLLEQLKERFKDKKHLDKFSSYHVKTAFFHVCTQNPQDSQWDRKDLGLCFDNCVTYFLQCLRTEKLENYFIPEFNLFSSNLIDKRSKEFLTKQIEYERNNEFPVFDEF
mcGAS inh: blocks mouse cGAS activity. inhibition, % at 12.5 µM. AID 1259399. Q8C6L5. 0.15% of 160,000 active. recombinant cGAS, Kinase-Glo ATP depletion luminescence;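 further: 0% = negative control wells and 100% = reference inhibitor with no enzyme activity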
The depositor's hits bear a star; x = not tested or not shown; & = joins results of further samples. Unless noted, no stated cut-off is given here; in the data, active means inhibition above about 40%; inactive means the rest. Random draw from the library (roughly 0.26% active in at least one column).

SMILES	NPYLR7 agonist	hcGAS lum	mcGAS inh
CC(C)c1cc(N2CCCC3(CC2)CNC(=O)O3)nc(C(F)(F)F)n1 (stereo not given)	5	-2	x
COCCCn1c(=N)c(C#N)cc2c(=O)n3cccc(C)c3nc21	1	-7	-4
CC=CC=CC(=O)OCc1nc2c(c(=O)[nH]c(=O)n2CCCC)n1C	17	-2	-5
CC1=C(C(=O)OC2CCCC2C)C(c2ccc(C)cc2)NC(=O)N1 (stereo not given)	9	-1	x
Fc1cccc(C2CC(c3cccnc3)=Nc3nc(C(F)(F)F)nn32)c1 (stereo not given)	10	2	-1
COc1ccc(C2CC(c3ccccc3)=Nc3ncnn32)c(OC)c1 (stereo not given)	-11	4	0
Cc1ccc(C)c(C=c2sc(=CC(=O)C(C)(C)C)[nH]c2=O)c1	4	-2	x
CO[C@H]1CN(C(=O)c2cccc3c2OCC3)CC[C@H]1N	3	-9	x
Clc1cc(Br)ccc1Oc1ncnc2sccc12	0	-8	x
CC(O)c1nc2ccccc2n1Cc1ccccc1Cl (stereo not given)	2	-9	-2
N#Cc1cccc(/C=C/C(=O)N(CCC(N)=O)Cc2ccccc2)c1	6	-7	x
CCN1C(=S)NC(c2cccc(NC(=O)Nc3ccc(C#N)cc3)c2)C(C(=O)OC)=C1C (stereo not given)	5	-4	-9
CCCC(=O)N1CCC1(C)C(=O)NS(=O)(=O)c1ccc(C)cc1OC (stereo not given)	0	2	x
CCCN(CC(=O)Nc1cc(C(C)(C)C)nn1-c1cccc(C)c1)C(=O)Nc1ccc(C(=O)OCC)cc1	0	-1	-4
Cn1c(SCc2nc(-c3cccs3)no2)nnc1-c1ccco1	6	-8	x
O=c1ccc(-c2ccccc2)nn1CCNS(=O)(=O)c1cccs1	1	-11	-8
O=C(Cc1ccc(F)c(Br)c1)Nc1n[nH]c(-c2ccccn2)n1	0	-3	x
O=C(NCC1CCC2(CC1)OCCO2)c1ccc(Cl)cc1F	5	-8	x
Cc1noc(C)c1S(=O)(=O)Oc1ccccc1C(N)=O	7	-6	x
NC(=O)c1ccc(N2CCN(Cc3ccc4ccccc4n3)CC2)nc1	1	3	x
CC(NC(=O)CCNS(=O)(=O)c1cccs1)c1ccncc1 (stereo not given)	10	-12	x
Cc1ccccc1CNC(=O)Nc1cccc(C(=O)N(C)C)n1	5	-4	x
Cc1nc(-c2ccc(Cl)cc2)nc(N2CCN(C(=O)Nc3c(C(C)C)cccc3C(C)C)CC2)c1Cc1ccccc1	-2	-5	-4
COc1cccc(NC(=O)CCC2CCN(C(=O)Cc3nonc3C)CC2)c1	12	-8&-9	x
O=C(N[C@@H]1CCCCC1NC(=O)C1CCCN(S(=O)(=O)c2cccc3ccccc23)C1)c1ccccc1 (stereo not given in full)	-9	-1	1
Cn1cc(S(=O)(=O)Oc2ccc(C(C)(C)C)cc2)c(=O)n(C)c1=O	0	-12	-8
CC12CN3CC(C)(CN(C1)C3C(O)C(O)C(O)CO)C2 (stereo not given)	6	3	x
Cn1ccnc1C(NS(C)(=O)=O)c1ccccc1F (stereo not given)	16	-14	-7
COc1ccc(C(=O)CCC(=O)N2C[C@H]3C[C@H](O)[C@@H](O)C[C@H]3C2)cc1	7	-6	x
CN(CC(=O)Nc1ccccc1Br)C(=O)CCn1c(=O)oc2ccccc21	-1	-5	x
Cc1nc(CCNC(=O)c2cn(C3CCCCCC3)nn2)nc2c1CCCC2	13	-5	-12
CCOc1ccc(C2c3cccn3CCN2C(=O)Nc2cccs2)cc1 (stereo not given)	10	-3	x
N#CC1C(=N)Oc2cc(O)ccc2C1C1CC=CCC1 (stereo not given)	7	-4	-3
Cc1cc(C)nc(SCc2ccc(C(=O)N3CCCC3c3ccccn3)o2)n1 (stereo not given)	4	-5	x
CC1(C)NC(C)(C)/C(=N\O)C(=NO)/C1=N\O	2	-13	x
O=C(CSc1nc2c([nH]c3ccccc32)c(=O)n1-c1ccc([N+](=O)[O-])cc1)Nc1nccs1	1	3	-5
Cc1ccccc1CN(C)Cn1[nH]c(-c2cccs2)nc1=S	-1	-1	x
CCc1nc2ccc(C(=O)Nc3cccc(OCC(=O)N(C)C)c3)cn2c1N(CC)CCN(C)C	-5	-6	-4
O=C(Cn1ccccc1=O)NNS(=O)(=O)c1ccc2ccccc2c1	-5	4	x
CCOC(=O)CC1COCCN1C(=O)c1cn(Cc2ccc(F)cc2Cl)nn1 (stereo not given)	1	-7	x
CC(C)(C)c1csc(CN2CCN(C(=O)C3CC3)CC2)n1	-15	5	-4
Cc1ccc(CN2CCN(c3ncc(C)c(N(C)C)n3)CC2=O)cc1	2	-3	-13
CCc1nc(C)c(C(C)OC(=O)CN2CCCCCCC2=O)s1 (stereo not given)	11	-6	x
C/C(=N/N=C1\NC(=O)C(CC(=O)Nc2cccc3ccccc23)S1)C(C)C (stereo not given)	3	-15	x
COc1ccc(C2=CCN(C(=O)C3CSC4(C)CCC(=O)N34)CC2)cc1 (stereo not given)	0	-4	x
CCCCOC(=O)c1ccc(NC(=O)CC2CSc3nc4[nH]ncc4c(=O)n32)cc1 (stereo not given)	2	6	x
CCOc1ccsc1C(=O)N1CCc2c(cccc2C(=O)OC)C1	6	-2	x
CS(=O)(=O)c1ncc(Cl)c(C(=O)C(C#N)c2nc3ccc(Cl)cc3c(=O)[nH]2)n1 (stereo not given)	5	6	3
COc1cc(NC(=O)C2CCCN2C(=O)C23CC4CC(CC(C4)C2)C3)cc(OC)c1 (stereo not given)	2	-3	-5
CCN(CC)c1ccc(CN(Cc2ccco2)C(C)=O)c(OS(=O)(=O)CC)c1	16	-3	-4
Cc1ccnc(SCc2cc(=O)c(OC(=O)c3ccc(OC(C)C)cc3)co2)n1	-18	6	1
Cc1nn(CC(=O)N2CCC(C)CC2)c(C)c1S(=O)(=O)NC(C)(C)C	7	-8	x
CN1CCC(N(CC2CCOC2)C(=O)N(C)C)CC1 (stereo not given)	x	-17	-6
CCOc1cc(C=NN2CCN(Cc3ccccc3)CC2)ccc1O	-3	-5	-4
CC(=O)Nc1ccc(S(=O)(=O)N2CCN(c3nc(C)nc(C)c3Cc3ccccc3Cl)CC2)cc1	-1	-12	-4
Cc1cc(C)c(C(=O)N(Cc2ccccc2)C[C@@H]2CCC[C@@H]2O)c(=O)[nH]1	5	-5	x
COc1cc(OC)cc(C(=O)N2CCN(c3nc4nccc(-c5cccc(C(F)(F)F)c5)n4n3)CC2)c1	22	-2	-5
Cc1nnc(SCc2cc(Cl)c3c(c2)OCCO3)s1	1	1	-2
CC(CNC1CCN(C(=O)c2ccccc2)CC1)N(C)c1ccccc1 (stereo not given)	8	-3	-10
CCN(Cc1cccc(Cl)c1)CC1CCOCC1	-2	-7	-8
Later entries.
SMILES	NPYLR7 agonist	hcGAS lum	mcGAS inh
Cc1[nH]ncc1CNC(=O)Cc1ccccc1Br	-2	4	x
Cc1ccc(Cl)c2sc(Cl)nc12	2	-2	-8
O=C(NCc1ccncc1)C(C1CCCC1)N1CCN(C(=O)Nc2ccccc2)CC1 (stereo not given)	-1	-4	-6
CN1CCCC2(CC1)CCN(C(=O)c1nc3ccccc3[nH]c1=O)CC2	7	-6	-16
CCN(CC)C(=O)C(C)O/N=C\c1ccccc1O (stereo not given)	5	-5	x
CCNC(=O)c1ccccc1OCc1cccc(Br)c1	-1	-1	x
Oc1ccc(CN2CCCn3cccc3C2c2cc(F)c(F)cc2F)cc1 (stereo not given)	0	-4	x
Nc1nc(N2CCOCC2)cc(N2CCN(C/C=C/c3ccccc3)CC2)n1	2	-5	x
COc1ccc2c(c1)CCCN2C(=O)COC(=O)c1cc(=O)c2c(C)nn(C)c2[nH]1	-2	-4	x
CN(C)C(=O)Cc1ccccc1NCc1cccc(F)c1F	0	3	-1
CC1CCCCN1S(=O)(=O)NC1(C)CCS(=O)(=O)C1 (stereo not given)	1	-3	x
C=CCN(C(=O)c1cccc(C(F)(F)F)c1)C(C)C(=O)c1c(C)c(C(=O)OCC)n(C)c1C (stereo not given)	-5	-3	-6
O=C(NCc1ccco1)C(=O)NC1CCCC1	2	-7	x
Cc1noc(C)c1C1CCCN1C(=O)c1ccc(-c2nnn(C)n2)cc1 (stereo not given)	-2	-8	x
Cc1nc(NCCNC(=O)Nc2ccc(C)c(F)c2)cc(N2CCOCC2)n1	-2	-5	x

Reformatted: results already given.
Compound | NPYLR7 agonist | hcGAS lum | mcGAS inh
COc1cc(OC)cc(C(=O)N2CCN(c3nc4nccc(-c5cccc(C(F)(F)F)c5)n4n3)CC2)c1 | 22 | -2 | -5
Cc1nnc(SCc2cc(Cl)c3c(c2)OCCO3)s1 | 1 | 1 | -2
CC(CNC1CCN(C(=O)c2ccccc2)CC1)N(C)c1ccccc1 (stereo not given) | 8 | -3 | -10
CCN(Cc1cccc(Cl)c1)CC1CCOCC1 | -2 | -7 | -8
Cc1[nH]ncc1CNC(=O)Cc1ccccc1Br | -2 | 4 | x
Cc1ccc(Cl)c2sc(Cl)nc12 | 2 | -2 | -8
O=C(NCc1ccncc1)C(C1CCCC1)N1CCN(C(=O)Nc2ccccc2)CC1 (stereo not given) | -1 | -4 | -6
CN1CCCC2(CC1)CCN(C(=O)c1nc3ccccc3[nH]c1=O)CC2 | 7 | -6 | -16
CCN(CC)C(=O)C(C)O/N=C\c1ccccc1O (stereo not given) | 5 | -5 | x
CCNC(=O)c1ccccc1OCc1cccc(Br)c1 | -1 | -1 | x
Oc1ccc(CN2CCCn3cccc3C2c2cc(F)c(F)cc2F)cc1 (stereo not given) | 0 | -4 | x
Nc1nc(N2CCOCC2)cc(N2CCN(C/C=C/c3ccccc3)CC2)n1 | 2 | -5 | x
COc1ccc2c(c1)CCCN2C(=O)COC(=O)c1cc(=O)c2c(C)nn(C)c2[nH]1 | -2 | -4 | x
CN(C)C(=O)Cc1ccccc1NCc1cccc(F)c1F | 0 | 3 | -1
CC1CCCCN1S(=O)(=O)NC1(C)CCS(=O)(=O)C1 (stereo not given) | 1 | -3 | x
C=CCN(C(=O)c1cccc(C(F)(F)F)c1)C(C)C(=O)c1c(C)c(C(=O)OCC)n(C)c1C (stereo not given) | -5 | -3 | -6
O=C(NCc1ccco1)C(=O)NC1CCCC1 | 2 | -7 | x
Cc1noc(C)c1C1CCCN1C(=O)c1ccc(-c2nnn(C)n2)cc1 (stereo not given) | -2 | -8 | x
Cc1nc(NCCNC(=O)Nc2ccc(C)c(F)c2)cc(N2CCOCC2)n1 | -2 | -5 | x

Next section
SMILES	NPYLR7 agonist	hcGAS lum	mcGAS inh
CCCSc1ncc(CN2CCC(N)(C(=O)O)C2)cn1 (stereo not given)	5	-6	-9
CCOC(=O)c1nn(-c2ccccc2)c(=O)cc1OCc1ccc(C)cc1	13	-4	x
Cc1noc(C)c1C(=O)N1CCCC(Nc2ccc(C(C)C)cc2)C1 (stereo not given)	-5	-4	x
CCc1cccc(NC(=O)Cn2nc3c(N4CCN(c5ccccc5)CC4)nccn3c2=O)c1	-1	-3	-6
Cn1cc(-c2cc3c(Nc4cccc(F)c4)nccc3n2C)cn1	17	-4	-6
CSc1ncccc1C(=O)N(Cc1ccccn1)CC(C)C	7	-7	x
O=C(CCSc1ccc2c(c1)OCCO2)N1CCOC2(CCCC2)C1	4	-2	x
Cc1cc(C(=O)N[C@@H]2CCN(C(=O)C(C)(C)N3CCOCC3)C[C@H]2O)no1	x	-8	-5
CN1CCC(Cc2noc(/C=C/c3ccccc3)n2)CC1	3	1	3
CN(C)c1ncccc1CNC(=O)C1COc2ccc(Cl)cc2C1 (stereo not given)	-1	4	-2
Cc1cc(NC(=O)N2CCC(CO)CC2)ccc1OCC(F)(F)F	-2	-14	x
CC1CCN(c2ccc(NC(=O)c3ccc(-c4ccccc4)cc3)cc2C(=O)NCc2ccc(F)cc2)CC1	x	-9	-6
CCCc1nc2oc3cc(OC)ccc3c(=O)c2c(=O)n1Cc1ccc(OC)cc1	5	-5	x
CC1(C(=O)Nc2cccc(NS(C)(=O)=O)c2)CCN1Cc1ccc(-c2ccccc2)o1 (stereo not given)	8	-12	x
CSc1cccc2sc(NC(=O)c3snnc3C)nc12	-3	-3	-3
COc1cc(OC)c(Nc2nc3ccc(Cl)cc3n3cnnc23)cc1Cl	14	-13	x
CCOC(=O)c1sc(N2C(=O)C(O)=C(C(=O)c3cccs3)C2c2ccccc2)nc1C (stereo not given)	0	-5	-7
COc1ccc(S(=O)(=O)N2CCSCC2S(C)(=O)=O)cc1Br (stereo not given)	-5	-7	x
CC(=O)N1CCCC1C1CCCN1CC(O)CN1CCC(C)CC1 (stereo not given)	7	-8	x
CCOC(=O)c1cc(-c2cccc(NC(=O)c3ccco3)c2)n(-c2ccccn2)n1	-9	4	1
COCCN(Cc1cccc(OC)c1)CC(O)COc1ccc(OC)cc1 (stereo not given)	11	-1	-2
CC(C)C(C)NC(=O)c1ccc(N2CCCS2(=O)=O)cc1 (stereo not given)	3	-9	x
CN1CCN(S(=O)(=O)c2ccc(Br)s2)CC1	2	1	x
O=C(Cn1ncc(=O)c2ccccc21)N(c1ccc2c(c1)OCO2)C1CCCCC1	5	-12	x
O=S(=O)(Nc1cc(C(F)(F)F)ccc1NC1CCCCC1)c1ccccc1	-4	-1	x
CCOCCc1nnc(NC(=O)c2ccc3c(c2)OCO3)s1	0	2	3
Cc1ccc(C(C2Sc3nc(C)nn3C2=O)N2CCc3ccccc3C2)cc1 (stereo not given)	-1	-8	x
